SKKanGAS inh: blocks kanamycin growth of S. pyogenes SKKanGAS strain; BacTiter-Glo, 6 h; inhibition, % at 7.5 µM; 300,000 tested, 1.3% active;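 active = mean replicate score, as percent of positive control median, at least 50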;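 also: strain carries kanamycin resistance gene driven by streptokinase promoter and grows in 40 µg/ml kanamycin; loss of luminescence reflects streptokinase promoter inhibition or plain growth inhibition; 0% = median of DMSO wells and 100% = positive control at its reference dose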
TRPC4 act: TRPC4 (mouse) channel activation; HEK293 TRPC4beta/mu-opioid, Fluo4 calcium fluorescence; stronger effect = higher value; B-score at 10 µM; 310,000 tested, 0.49% active;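 active = B-score above 5 SD of library B-scores, and initial fluorescence ratio not above library mean plus 5 SD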;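 also: positive B-score marks a calcium rise read as TRPC4 activation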
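Assay system – TRPC4beta and mu-opioid receptor HEK293 stable cells · Measured by – Fluo4 fluorescence, kinetic · Schedule – dye loading 45 min room temperature, 110 s kinetic read · Read-out – B-scored integrated calcium fluorescence ratio · Controls – buffer and maximal DAMGO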
TRPC4 potent: TRPC4 (mouse) allosteric potentiation; HEK293 TRPC4beta/mu-opioid, DAMGO EC20, Fluo-4 Ca2+ flux; stronger effect = higher value; B-score at 10 µM; 310,000 tested, 0.42% active; AID 2227;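 active = B-score of calcium response area above 5 SD of library B-scores, with initial fluorescence ratio within 5 SD of library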;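 also: B-score of integrated fluorescence ratio over time as area under calcium response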
TRPC6 act: activates the mouse TRPC6 cation channel. Q61143. HEK293-TRPC6 membrane potential dye fluorescence; stronger effect = higher value. B-score at 10 µM. 310,000 tested, 0.13% active;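 active = B-score of the integrated fluorescence ratio above library mean plus 3 SD, and starting fluorescence ratio within library mean plus 5 SD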;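 also: higher score means more depolarization so channel activation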
HIF activator: HIF pathway transcriptional activation | U2OS HRE-luciferase reporter, luminescence; normalized: DMSO 0%, desferrioxamine 100% | AID 1910 | activation, % at 7.5 µM (by protocol) | 300,000 tested, 0.32% active;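 active = mean activation of at least 10% of the iron chelator positive control signal, with at least half of replicates also reaching 10%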
KLF5 inh: suppresses KLF5 promoter-driven expression. DLD-1 KLF5 promoter-luciferase reporter, luminescence. inhibition, % at 5 µM. 290,000 tested, 0.23% active. AID 1700;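 active = inhibition above a per-plate limit of that plate's mean compound inhibition plus 3 SD, cut at about 60% in these data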;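 also: 0% = DMSO wells and 100% = LY294002 at 200 µM; higher means less KLF5 promoter-driven luciferase light; inactives centre near -14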
IEC-6 cytotox: IEC-6 cytotoxicity, counter-screen for KLF5 inhibitors | inhibition, % at 5 µM | luminescence viability | 290,000 tested, 0.78% active; in the data active = inhibition above about 22%;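 also: 0% = plate median of test compound wells and 100% = cytotoxic reference compound wells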
TRPC6 inhibitor: mouse TRPC6 channel inhibition | Q61143 | HEK293-TRPC6, membrane potential dye, ACh-evoked depolarization; stronger effect = lower value | B-score at 10 µM | 310,000 tested, 1.1% active | AID 2553;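 active = B-score under library mean minus 3 SD, initial fluorescence not abnormally high, positive integrated signal ratio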;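 also: B-score derived from integrated fluorescence ratio over the kinetic read; more negative B-score means stronger inhibition of depolarization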
MrgX1 antagonist: human MrgX1 receptor antagonism, primary screen | MRGX1-HEK293 calcium flux, Fluo-4, BAM8-22 antagonism; stronger effect = lower value | B-score at 10 µM | 310,000 tested, 1.3% active;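 active = calcium-response B-score plate-corrected more than 3 library SD below zero, starting fluorescence within 5 deviations, no agonist response on first addition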;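 also: peak minus trough fluorescence over baseline after final BAM8-22 challenge near maximal dose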
Target sequence (Q96LB2 whole entry, looked up): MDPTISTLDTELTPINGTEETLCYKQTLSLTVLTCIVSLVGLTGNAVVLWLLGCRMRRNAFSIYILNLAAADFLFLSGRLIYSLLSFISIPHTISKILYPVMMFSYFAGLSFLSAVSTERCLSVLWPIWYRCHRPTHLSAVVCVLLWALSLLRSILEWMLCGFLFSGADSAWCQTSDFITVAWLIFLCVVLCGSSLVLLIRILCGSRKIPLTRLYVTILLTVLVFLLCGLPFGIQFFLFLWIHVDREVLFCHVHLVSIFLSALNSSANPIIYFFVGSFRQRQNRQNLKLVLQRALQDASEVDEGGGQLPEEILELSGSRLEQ
TRPC4 block: blocks the mouse TRPC4 cation channel; Q9QUQ5; HEK293 TRPC4beta/mu-opioid, DAMGO-evoked Fluo4 calcium flux; stronger effect = lower value; B-score at 10 µM; 300,000 tested, 0.39% active; AID 2247;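 active = B-score over 3 SD under the library average, no early fluorescence shift, positive overall ratio signal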
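Test system – stable TRPC4beta/mu-opioid receptor HEK293 cells · Probe or stimulus – DAMGO, a submaximal dose followed by a maximal one · Dosing – one concentration per compound · Signal – Fluo4 calcium fluorescence by kinetic imaging, 5 s 1 Hz baseline · Evaluation – per-well B score of integrated baseline-normalized Fluo4 ratio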
aSyn UTR inh: 5' untranslated region of α-synuclein, MLPCN primary screen. alpha-synuclein 5'UTR reporter, inhibitor activity. inhibition, % (tested at 7.5 µM). 300,000 tested, 0.82% active. AID 1813; in the data active = inhibition above about 60%;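 also: H4 neuroglioblastoma cells stably carrying SNCA 5'UTR luciferase fusion; 0% = DMSO wells and 100% = positive control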
The depositor's hits bear a star; i = inactive; · = no result given.

Each structure is followed by: SKKanGAS inh | TRPC4 act | TRPC4 potent | TRPC6 act | HIF activator | KLF5 inh | IEC-6 cytotox | TRPC6 inhibitor | MrgX1 antagonist | TRPC4 block | aSyn UTR inh
> CC(=O)n1cc([C@@H]2C=C(C(=O)N3CCOCC3)O[C@H](OCCCCO)C2)c2ccccc21
 : -4.2 | i | i | i | 0.0 | -6.9 | -0.2 | i | i | i | 1.4
> OC1(c2ccc(Br)cc2)CCN(Cc2cccc(Br)c2)CC1
 : 0.5 | i | i | i | 0.5 | -19.8 | -8.8 | i | i | i | -3.6
> O=C1/C(=C/c2cccc3ccccc23)CCCc2ccccc21
 : 14.0 | i | i | i | 2.5 | -6.8 | 2.7 | i | i | i | -106.0
> COc1cccc(CC(=O)OC(C)C(=O)Nc2ncc(Cl)cc2Cl)c1 (stereo not drawn)
 : -7.9 | i | i | i | -0.2 | · | · | i | i | i | -15.2
> Cc1c(N=Nc2ccc(O)cc2)c(=O)n(-c2ccccc2)n1C
 : -3.1 | i | i | i | -0.7 | -32.0 | -5.1 | i | i | i | 4.2
> O=C(CN1C(=O)NC(c2ccccc2)(c2ccccc2)C1=O)NCCNCCO
 : -0.1 | i | i | i | -0.6 | -28.0 | 0.3 | i | i | i | 6.6
> O=C(CSc1ccc2c(c1)OCCO2)Nc1ccc(Cl)cn1
 : 10.5 | i | i | i | 0.0 | -1.0 | -7.3 | i | i | i | 15.0
> O=C(O)CN1C(=O)C2(OCCCO2)c2ccccc21
 : -2.6 | i | i | i | -0.2 | 7.8 | 1.7 | i | i | i | -37.2
> O=C1c2ccccc2C(O)(c2ncc[nH]2)N1C1CCCCC1 (stereo not drawn)
 : 2.8 | i | i | i | 0.1 | -8.6 | 1.7 | i | i | i | -0.2
> C=CCc1cccc2ccc(=O)oc12
 : -4.0 | i | i | i | -52.2 | -31.5 | -4.1 | i | i | i | -32.5
> CCOC(=O)c1c(NC(=O)CC2Nc3cc(C)c(C)cc3NC2=O)sc(C)c1C (stereo not drawn)
 : 0.3 | i | i | i | 0.4 | -35.9 | 1.5 | i | i | i | -16.0
> Cc1ccc(C(=O)N/C(=C\c2cn(C)c3ccccc23)C(=O)NCCCn2ccnc2)cc1
 : 8.4 | i | i | i | -0.6 | -40.9 | -3.4 | i | i | i | 20.7
> COc1ccc(OC)c(NC(=O)NC2CCCCCCC2)c1
 : · | i | i | i | · | -20.2 | 6.5 | i | i | i | ·
> C=CCOc1c(Br)cc(/C=C2/NC(=S)N(C(C)=O)C2=O)cc1OC
 : -8.4 | i | i | i | -0.3 | -32.2 | -12.8 | i | i | i | -14.0
> CCN1CCN(C(=O)NS(=O)(=O)c2ccc(C)cc2)CC1
 : -5.3 | i | i | i | 0.7 | -37.6 | -7.6 | i | · | i | -2.4
> COc1ccc(-c2csc(Nc3cccc(C)n3)n2)cc1C
 : 24.5 | i | i | i | 5.8 | -202.4 | 2.1 | i | i | i | -216.3
> CCCCC1=CC2=C(c3ccco3)C(=O)C(C)(OC(=O)c3ccc(OC)cc3)C(=O)C2=CN1Cc1ccccc1 (stereo not drawn)
 : 1.6 | i | i | i | -1.3 | · | · | i | -5.36* | i | 10.4
> Cc1ccc2c(c1)N(CC(=O)NC1CCCCC1C)C(=O)CO2 (stereo not drawn)
 : -0.4 | i | i | i | -0.2 | -35.6 | -6.0 | i | i | i | 4.1
> COc1ccccc1N1CCN(C(=O)c2cc(-c3ccc(F)cc3)on2)CC1
 : -1.8 | i | i | i | -0.3 | 4.7 | 1.2 | i | i | i | 3.0
> O=C(C1CCN(C2CCN(Cc3ccc4c(c3)CCO4)CC2)CC1)N1CCOCC1
 : 0.9 | i | i | i | 0.2 | -10.4 | 1.2 | i | i | i | -19.5
> Cc1cc(C)c(C(=O)CN2C(=O)NC3(CCCCCC3)C2=O)cc1C
 : 8.2 | i | i | i | 1.2 | -13.7 | 11.5 | i | i | i | -72.2
> CC1=C(C(=O)Nc2ccccc2C(=O)NCCCOC(C)C)SCCO1
 : -3.1 | i | i | i | -0.1 | -19.5 | 1.4 | i | i | i | -11.0
> Cn1c(=O)c(C(=O)c2ccccc2)c(O)c2ccccc21
 : -1.5 | i | i | i | -1.8 | · | · | i | i | i | 13.3
> Cc1cc(=O)[nH]c(SCc2cc(=O)n3nc(C)sc3n2)n1
 : -2.2 | i | i | i | -0.3 | -25.1 | 2.4 | i | i | i | 28.5
> Cc1ccc(S(=O)(=O)c2nc(Nc3ccccc3N3CCOCC3)sc2Cl)cc1
 : 21.0 | i | i | i | -0.4 | -14.3 | -7.2 | i | i | i | 1.4
> COc1ccc(NC(=O)CSc2nnnn2C2CC3C=CC2C3)cc1 (stereo not drawn)
 : -5.2 | i | i | i | 0.4 | -23.4 | -2.5 | i | i | i | -27.2
> COc1cc(NC(=O)CCn2c(=O)[nH]c3ccsc3c2=O)cc(OC)c1
 : 10.7 | i | i | i | -0.2 | -32.2 | -5.0 | i | i | i | 4.6
> COC(=O)c1ccc(C2C(Oc3ccccc3C)C(=O)N2CCc2ccc(OC)c(OC)c2)cc1 (stereo not drawn)
 : 7.4 | i | i | i | 0.0 | -29.4 | -2.7 | i | i | i | 7.2
> Cc1ccccc1S(=O)(=O)Cc1ccc(C(=O)NC2CCC(C)CC2)o1 (stereo not drawn)
 : 1.4 | i | i | i | -0.5 | 0.0 | -2.7 | i | i | i | 1.6
> COc1ccccc1/C=N/NC(=O)c1cccc(NC(=O)c2ccccc2Cl)c1
 : -6.5 | i | i | i | -0.9 | -3.6 | 7.9 | i | i | i | -10.2
> Fc1ccccc1CNCc1ccc2c(c1)OCO2
 : 4.0 | i | i | i | -0.2 | -44.7 | 1.8 | i | i | i | -26.3
> CCCCC(=O)Nc1ccc(NC(=O)c2ccccc2OC)cn1
 : 2.5 | i | i | i | -0.4 | -25.1 | -9.8 | i | i | i | -28.9
> C=C(C)c1cccc(C(C)(C)NC(=O)NC(c2ccccc2)c2ccc(OC)cc2)c1 (stereo not drawn)
 : -8.5 | i | i | i | -0.2 | 11.6 | 1.6 | i | i | i | 2.4
> COC(=O)CCCC1=CC2=CC(=O)C(C)(OC(=O)c3ccc(Cl)nc3)C(=O)C2=CO1 (stereo not drawn)
 : -0.2 | i | i | i | -0.1 | · | · | i | i | i | 0.3
> CCc1ccc2[nH]c(=O)c(CN(Cc3ccccc3OC)Cc3nnnn3Cc3ccco3)cc2c1
 : 23.0 | i | i | i | 0.1 | -14.7 | -9.3 | i | i | i | 29.5
> CC1CCN(S(=O)(=O)c2cc(C(=O)N3CCN(c4ncccn4)CC3)ccc2Br)CC1
 : 0.6 | i | i | i | -0.9 | 14.8 | 3.6 | i | i | i | -0.7
> Cc1cccc(NC(=O)CSc2nnc(CNC(=O)c3ccc(S(=O)(=O)N(C)C)cc3)n2-c2cccc(C)c2)c1
 : 2.5 | i | i | i | -0.9 | -4.7 | 3.0 | i | i | i | 25.2
> O=C(CN1CCC(C(O)(c2ccccc2)c2ccccc2)CC1)Nc1cc(Cl)ccc1Cl
 : 39.7 | i | i | i | · | -7.4 | -3.4 | i | i | i | 25.4
> CC(C)N1CC2(c3ccccc3)CN(C(C)C)CC(c3ccccc3)(C1)C2=O
 : 0.1 | i | i | i | 0.2 | 1.6 | -5.1 | i | i | i | 8.3
> Cc1cc(Nc2ccccc2)nc(-c2ccccc2O)n1
 : 4.0 | i | i | i | 1.1 | -53.9 | 7.0 | i | i | i | -100.7
> O=C(CN1C(=O)C2C3C=CC(C3)C2C1=O)Nc1nc(SCc2ccc(Cl)cc2)n[nH]1 (stereo not drawn)
 : -1.1 | i | i | i | -0.1 | -10.4 | 7.0 | i | i | i | 10.2
> COc1ccc(N2CCN(C(=O)c3ccc(NS(=O)(=O)c4ccc(F)cc4)cc3)CC2)cc1
 : 12.2 | i | i | i | 1.6 | -45.8 | 2.5 | i | i | i | -15.3
> Cc1ccc(C)c(NC(=O)c2cccc(Oc3ccc([N+](=O)[O-])cc3Cl)c2)c1
 : -9.5 | i | i | i | -0.8 | -30.8 | -8.1 | i | i | i | 28.1
> Nc1nnc(N2CCc3ccccc32)s1
 : -7.3 | i | i | i | 0.9 | -13.9 | -7.6 | i | i | i | -53.8
> CCN1CCN(S(=O)(=O)c2cccc3nsnc23)CC1
 : -11.7 | i | i | i | 0.0 | -38.9 | -5.5 | i | i | i | 15.1
> O=S(NC1CCCCC1)C12CC3CC(CC(C3)C1)C2 (stereo not drawn)
 : 0.7 | i | i | i | -0.6 | -12.3 | 0.9 | i | i | i | 5.7
> O=C(c1cnn2c(C(F)F)cc(-c3ccccc3)nc12)N1CCSCC1
 : -1.7 | i | i | i | -0.1 | -33.9 | 0.9 | i | i | i | 8.3
> COc1ccc(OC)c(CN2CCCC(CO)C2)c1 (stereo not drawn)
 : -9.0 | i | i | i | 0.0 | -29.2 | -5.0 | i | i | i | 18.1
> CCCn1c2ccc(C)cc2c2n[nH]c(=S)nc21
 : -2.9 | i | i | i | 0.1 | -39.9 | 4.3 | i | i | i | 32.1
> Cc1ncc(CN2CCC(C(=O)Nc3cccc(-c4cscn4)c3)CC2)cn1
 : 10.7 | i | i | i | 0.3 | -15.0 | -1.4 | i | i | i | 11.4
> CCOC(=O)C1CCN(C(=O)CNS(=O)(=O)c2ccc(Br)s2)CC1
 : 1.7 | i | i | i | -0.2 | 8.6 | 6.2 | i | i | i | 11.3
> Nc1nc(NCC(=O)O)nc(NCc2ccccc2)c1[N+](=O)[O-]
 : 1.4 | i | i | i | -3.3 | -6.2 | -10.5 | i | i | i | 10.1
> CN1CCN(C(=O)CN(Cc2ccccc2)S(C)(=O)=O)CC1
 : -1.0 | i | i | i | -1.2 | -21.4 | -0.8 | i | i | i | 2.7
> COc1ccc(C(CCN(Cc2ccc(OC)c(OC)c2)C(=O)CCl)c2ccccc2)cc1 (stereo not drawn)
 : 7.2 | i | i | i | -2.3 | -23.6 | -2.1 | i | i | i | 24.7
> Cn1c(/C(C#N)=C/C2CC=CCC2)nc2ccccc21 (stereo not drawn)
 : 19.3 | i | i | i | 0.5 | -12.2 | 2.8 | i | i | i | -44.1
> CC(=O)Nc1ccc(C(=O)/C=C/c2ccc[nH]2)cc1
 : -5.7 | i | i | i | 2.8 | -15.5 | -6.2 | i | i | i | -142.3
> CSCC(C)N1CCC(N2CCC(C(=O)NCc3ccccn3)CC2)CC1 (stereo not drawn)
 : -2.5 | i | i | i | -0.5 | -26.7 | 3.8 | i | i | i | -2.1
> Cc1nn(Cc2ccccc2)c(Cl)c1C(=O)OCc1nnc(-c2ccccc2)o1
 : -5.0 | i | i | i | -0.4 | 6.3 | 2.6 | i | i | i | 17.7
> CCC(=O)Nc1cc(Cl)ccc1C(=O)O
 : -2.7 | i | i | i | -0.5 | -8.5 | -2.3 | i | i | i | -1.1

Compound activity from PubChem BioAssay.
